Bioassay records (PubChem)
FBPA coupling cs – qHTS Assay for Inhibitors of Fructose-1,6-bisphosphate Aldolase from Giardia Lamblia: Coupling assay counterscreen; coupling enzyme system counterscreen, AmpLite Red fluorescence; activity change, negative = inhibition, % at 58.2 µM, hits read low; actives 0.67% (n = 290,000); in the data active = activity change below about -30%; also: % is scaled to controls: 0 for no effect and ±100 for the full control effect
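Activity here indicates interference with the coupling reaction, not aldolase inhibition. Compounds at 57.5 uM final met coupling enzymes for 10 min at RT; substrate and AmpLite Red detection followed, with a 525/598 nm fluorescence read after 20 min.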
Integrin act MD – qHTS for Activators of Integrin-Mediated Alleviation for Muscular Dystrophy | alpha7betagal myoblasts, beta-gal FDG fluorescence, 48 h | Potency, µM (series often up to 38.3 µM), for the others: at the top dose activation, most hits filed as activators | actives 0.064% (n = 350,000) | AID 624291, 2012;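 also: potency is read from the fitted curve at half-maximal effect; 100% = response of the positive control SU9516; nearly all actives have a fitted effect of over 60% in size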
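alpha7betagal+/- myoblasts (passage 13, 250/well) treated 48 h at 37C with compounds at 1:260 dilution of DMSO stock. Lysed, then beta-galactosidase activity read as FDG fluorescence (ex 480/em 540) after 30 min, with pre-read for autofluorescence.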
CXXC DNA block – qHTS Fluorescence Polarization Assay for Inhibitors of MLL CXXC domain - DNA interaction; Histone-lysine N-methyltransferase 2A (Homo sapiens), Q03164; MLL-CXXC / FITC-HOXA9 DNA fluorescence polarization; Potency, µM (highest dose often 115 µM), for inactives: at the top dose activity change, negative = inhibition, actives largely listed as inhibitors; actives 0.037% (n = 290,000); AID 2662, 2010; active = well fitted inhibition curve with a large enough effect in the polarisation, with a control signal flat, not every such curve was filed as active; inconclusive = small, poorly fitted or top-dose-only effect, or effect the other way, or a change in a side signal; inactive = no such curve, though single readings can be large or run the other way; the % refers to the polarisation; also: potency is read from the fitted curve at half-maximal effect
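Fluorescence polarization: 7 uM MLL-CXXC (stock) preincubated 5 min with compounds, then 50 nM fluorescein-HOX-A9 DNA (stock) added; 30 min ambient. Buffer 50 mM Tris-HCl pH 7.5, 50 mM NaCl, 1 mM DTT, 0.05% BSA.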
A-T KAP1 phos – qHTS Assay for Identifying a Potential Treatment of Ataxia-Telangiectasia. actives 0.19% (n = 320,000). […] A-T fibroblasts, KAP-1 phosphorylation AlphaLISA; neocarzinostatin DNA damage 30 min before lysis. Potency, µM (doses to about 57.5 µM), for the others: top-dose activation, hits mostly activators; also: potency is read from the fitted curve at half-maximal effect; % of control where 0% means no effect; nearly all actives have a fitted effect of over 45% in size
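ATM-like activity read as KAP-1 phosphorylation via AlphaLISA donor/acceptor antibody pairs after lysis and 6 hr at 25C. Cells were ATM-null patient fibroblasts ([…], hTERT), dosed 60 min, then exposed to the DSB inducer NCS for 30 min.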
GALK inhibitor – qHTS Assay for Inhibitors of Human Galactokinase (GALK) | AID 1868, 2009 | Potency, µM (doses to about 57.5 µM), for the others: top-dose activity change, negative = inhibition, usual class: inhibitors | Purified GALK, Kinase-Glo residual ATP luminescence | actives 0.007% (n = 270,000) | P51570; also: potency is read from the fitted curve at half-maximal effect; % is scaled to controls: 0 for no effect and ±100 for the full control effect
Target sequence (P51570 whole entry, looked up): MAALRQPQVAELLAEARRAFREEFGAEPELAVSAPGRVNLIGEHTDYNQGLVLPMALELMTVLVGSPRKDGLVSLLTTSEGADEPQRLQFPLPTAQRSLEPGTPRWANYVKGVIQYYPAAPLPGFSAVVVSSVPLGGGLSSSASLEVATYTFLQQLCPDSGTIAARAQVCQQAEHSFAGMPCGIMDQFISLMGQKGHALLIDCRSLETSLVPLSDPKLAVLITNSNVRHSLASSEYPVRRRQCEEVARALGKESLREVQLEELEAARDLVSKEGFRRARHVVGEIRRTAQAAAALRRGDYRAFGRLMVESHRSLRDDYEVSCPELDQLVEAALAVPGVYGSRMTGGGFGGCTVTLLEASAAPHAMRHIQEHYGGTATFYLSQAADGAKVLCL
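Kinase-Glo Plus luminescence measured ATP left after a 1 h room-temperature reaction. The reaction used 5 nM GALK, 100 uM galactose and 35 uM ATP at pH 8.0 (20 mM HEPES, 5 mM MgCl2, 60 mM NaCl, 1 mM DTT, 0.01% BSA).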
TRPV1 agonist – HTS Assay for Compounds that Act as Agonists of the Vanilloid Receptor 1; Transient receptor potential cation channel subfamily V member 1 (Homo sapiens), Q8NER1; TRPV1-expressing cells, Fluo-8 calcium influx, agonist mode; activation, % at 8.33 µM; actives 0.19% (n = 320,000); AID 540275, 2011; in the data active = activation above about 80%; inconclusive = between about 30% and that limit; also: 0% is about no effect
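Cells expressing TRPV1 were dye-loaded with Fluo-8 and read kinetically: 10 s baseline, 3 min after compound (agonist portion), then 2 min after EC20 capsaicin (allosteric enhancer portion). Calcium-bound dye fluorescence at 480/520 nm.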
ASM inhibitor – Inhibitors of Secretory Acid Sphingomyelinase (S-ASM): qHTS | actives 0.006% (n = 340,000) | Potency, µM (top dose mostly 57.5 µM), for inactives: at the highest dose activity change, negative = inhibition, usual class: inhibitors | Sphingomyelin phosphodiesterase (Homo sapiens), P17405 | AID 504937, 2011 | placental ASM, HMU-PC fluorogenic substrate, 60 min; also: potency is read from the fitted curve at half-maximal effect
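HMU-PC0 cleavage (9 uM final) by human placental ASM, 60 min at 37 °C following 10 min compound exposure at RT; stopped at pH 10, fluorescence Ex 386/Em 447 nm.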
KCNH2 3.1 inh – qHTS for Inhibitors of KCHN2 3.1: Mutant qHTS | actives 0.95% (n = 340,000) | U2OS KCNH2 3.1, thallium flux FluxOr; active compounds read low | activity change, % (tested at about 1.8 µM) | Potassium voltage-gated channel subfamily H member 2, brain isoform KCNH2 3.1 (human);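 active = maximum activity change below -70%; inconclusive = maximum activity change from -70% to -50%; inactive = maximum activity change above -50%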;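 also: thallium influx rate constant from kinetic fluorescence after stimulation buffer; % is scaled to controls: 0 for no effect and ±100 for the full control effect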
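Steps: virus added to U2OS suspension (4 h, RT, dark); medium with 10% FBS added, cells plated, 37 C overnight; FluxOr/Red40 loading buffer 45 min RT; stimulation buffer, 2 min kinetic read; rate constant normalized.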
KCNH2 WT inh – qHTS for Inhibitors of KCHN2 3.1: Wildtype qHTS; activity change, % at 1.84 µM; U2OS, BacMam KCNH2, thallium flux FluxOr; active compounds read low; Voltage-gated inwardly rectifying potassium channel KCNH2 (Homo sapiens), Q12809; actives 0.37% (n = 340,000); AID 720551, 2013;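 active = maximum activity change below -70%; inconclusive = maximum activity change between -70% and -50%; inactive = maximum activity change above -50%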; also: % is scaled to controls: 0 for no effect and ±100 for the full control effect
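U2OS cells were transduced with wild-type KCNH2 virus (2.03 x 10^8 / mL) for 4 h at room temperature, then cultured overnight at 37 C. Thallium flux was read with FluxOr dye. Rate constants were normalized to DMSO controls.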
MBNL1-CUG inh – qHTS Assay for Inhibitors of MBNL1-poly(CUG) RNA binding; Muscleblind-like protein 1 (Homo sapiens), Q9NR56; TR-FRET MBNL1-His/biotin-(CUG)12 binding, 665/545 ratio; Potency, µM (highest dose often 57.5 µM), without a hit: top-dose activity change, negative = inhibition, most hits filed as inhibitors; actives 0.036% (n = 280,000); active = well fitted inhibition curve with a large enough effect in the signal ratio, with a control signal flat, not every such curve was filed as active; inconclusive = small, poorly fitted or top-dose-only effect, or effect the other way, or a change in a side signal; inactive = no such curve, though single readings can be large or run the other way; the % refers to the signal ratio; also: potency is read from the fitted curve at half-maximal effect; % is scaled to controls: 0 for no effect and ±100 for the full control effect
Target sequence (Q9NR56 whole entry, looked up): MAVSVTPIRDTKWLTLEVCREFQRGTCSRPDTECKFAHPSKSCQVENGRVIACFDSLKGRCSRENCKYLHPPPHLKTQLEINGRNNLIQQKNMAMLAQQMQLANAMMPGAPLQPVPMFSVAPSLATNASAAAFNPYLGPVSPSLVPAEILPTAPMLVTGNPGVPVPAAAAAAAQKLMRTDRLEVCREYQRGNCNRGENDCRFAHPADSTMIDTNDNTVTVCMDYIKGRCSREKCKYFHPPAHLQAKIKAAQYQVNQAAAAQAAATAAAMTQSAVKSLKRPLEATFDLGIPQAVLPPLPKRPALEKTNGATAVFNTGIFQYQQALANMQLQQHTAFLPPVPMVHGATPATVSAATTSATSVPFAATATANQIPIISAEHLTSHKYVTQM
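TR-FRET readout: Ex 340 nm, 665/545 nm emission ratio, normalized to buffer-only (basal) and MBNL1-(CUG)12 controls. Complex of MBNL1-His with Biotin-(CUG)12, compounds 92 nM–58 uM, incubated 60 min at room temperature.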
Active calls of the source: *; i = inactive; ? = inconclusive; . = no result given; [ ] = dose if it differs, or a comment. Unless noted, calls follow the shape of the dose curve; as a rule, active = well fitted curve in the direction sought with a large enough effect; inconclusive = small, poorly fitted or top-dose-only effect, or another doubt; inactive = no such curve, though single readings can be large; an effect the other way counts as inactive or inconclusive.

mol,FBPA coupling cs,Integrin act MD,CXXC DNA block,A-T KAP1 phos,GALK inhibitor,TRPV1 agonist,ASM inhibitor,KCNH2 3.1 inh,KCNH2 WT inh,MBNL1-CUG inh
COc1ccc(C2CC(=O)C(C3NCCc4ccccc43)=C(O)C2n2cncn2)cc1 (configuration not stated),-1,18%,1%,1%,6%,-13,3%,2,12,-12%
Cc1ccc(NC(=O)CSc2sc3c(O)cc(=O)[nH]c3c2C#N)cc1C,3,-20%,-3%,5%,-3%,-1,0%,15,-3,?
O=C(Nc1ccc2c(c1)OCCO2)C(=O)NC1CC1,-2,1%,5%,-1%,-2%,1,2%,-32,1,1%
COc1cccc(/C=C(\C#N)C(=O)NC2CCS(=O)(=O)C2)c1 (configuration not stated),-1,-2%,-25%,-11%,0%,2,5%,1,-5,-9%
O=C1c2ccccc2C(Nc2ccc(S(=O)(=O)N3CCOCC3)cc2)N1Cc1ccco1 (configuration not stated),3,24%,0%,-5%,3%,14,-1%,5,9,-15%
Cc1nn(-c2ccccc2)nc1CNC(=O)c1ncoc1-c1ccccc1,2,-27%,9%,2%,.,26,-1%,9,-3,-9%
S=c1[nH]nc(-c2ccccc2)n1C1C=CCCC1 (configuration not stated),4,0%,9%,6%,2%,-1,3%,2,3,2%
CC(=O)N(C)c1ccc(NC(=S)Nc2ccccc2)cc1,0,27%,3%,2%,2%,-1,9%,-13,11,-3%
CC(=O)c1c(C)[nH]c(C(=O)Nc2nc(-c3ccc(-c4ccccc4)cc3)cs2)c1C,-4,-20%,-6%,-4%,0%,1,?,?,-3,.
CN1C(c2ccc(F)cc2)=CS/C1=C(\C#N)c1nnc2n1-c1ccccc1SC2,3,18%,-1%,1%,2%,0,-5%,-1,17,11%
CC(=O)NCC(=O)N(Cc1ccco1)C1(C(=O)NC2CCCC2)CCCCC1,-1,30%,2%,-1%,0%,0,3%,1,-3,2%
Cc1cc(C)nc(-n2ncc3c2CC(C)CC3=O)n1 (configuration not stated),2,15%,1%,-5%,10%,0,0%,-2,-3,-8%
O=C(C(Sc1ccccc1)c1ccccc1)N1CCN(c2ccccc2)CC1 (configuration not stated),3,9%,-3%,-9%,0%,?,-3%,-4,-5,-4%
CCCCn1c(CN2CCN(C)CC2)nc2ccccc21,-7,-9%,-5%,.,1%,-3,1%,-8,2,-13%
Cc1ccc(NC(=O)c2cc(-c3ccc(F)cc3)on2)cc1C,2,11%,-1%,2%,-1%,4,-1%,-6,0,3%

Results in MBNL1-CUG inh, for 2 of the compounds above:
smiles	MBNL1-CUG inh
O=C(Nc1ccc2c(c1)OCCO2)C(=O)NC1CC1	1%
COc1cccc(/C=C(\C#N)C(=O)NC2CCS(=O)(=O)C2)c1 (configuration not stated)	-9%

Molecules shown so far containing an NH in an aromatic ring, in the order listed:
mol,FBPA coupling cs,Integrin act MD,CXXC DNA block,A-T KAP1 phos,GALK inhibitor,TRPV1 agonist,ASM inhibitor,KCNH2 3.1 inh,KCNH2 WT inh,MBNL1-CUG inh
Cc1ccc(NC(=O)CSc2sc3c(O)cc(=O)[nH]c3c2C#N)cc1C,3,-20%,-3%,5%,-3%,-1,0%,15,-3,?
S=c1[nH]nc(-c2ccccc2)n1C1C=CCCC1 (configuration not stated),4,0%,9%,6%,2%,-1,3%,2,3,2%
CC(=O)c1c(C)[nH]c(C(=O)Nc2nc(-c3ccc(-c4ccccc4)cc3)cs2)c1C,-4,-20%,-6%,-4%,0%,1,?,?,-3,.

More records follow.
mol,FBPA coupling cs,Integrin act MD,CXXC DNA block,A-T KAP1 phos,GALK inhibitor,TRPV1 agonist,ASM inhibitor,KCNH2 3.1 inh,KCNH2 WT inh,MBNL1-CUG inh
COc1cc(/C=c2\sc3n(c2=O)C(c2ccccc2)C(c2ccccc2)=NN=3)ccc1O (configuration not stated),-4,-19%,26%,-5%,-1%,1,-24%,4,-14,12%
CN(C)c1ccc(C(=O)/C=C/c2ccc(Br)cc2)cc1,-4,0%,5%,2%,1%,18,-5%,3,.,.
Nc1ccc(-c2nc3ccc(-c4nc5ccccc5o4)cc3[nH]2)cc1,-2,-24%,-3%,11%,1%,?,i,-13,6,21%
CC(C)c1ccc(OCC(=O)NC(C)c2ccccc2)cc1 (configuration not stated),0,-16%,5%,5%,7%,?,2%,9,6,0%
COC(=O)COc1cccc2c(=O)n(CC(=O)N3CCCCC3)ccc12,-2,25%,5%,0%,0%,5,1%,-8,4,-2%
O=C(Nc1cccc(S(=O)(=O)NC2=NCCC2)c1)c1cc(-c2ccco2)nc2ccccc12,-4,16%,4%,-3%,-3%,-2,203%[activator],-13,-1,.
CCOC(=O)C1CCN(CC(O)COCc2ccccc2)CC1 (configuration not stated),2,9%,18%,9%,2%,0,-2%,-10,26,2%
Cn1cc(CN2C[C@]3(C)C[C@H]2CC(C)(C)C3)c(-c2ccc3c(c2)OCCO3)n1,2,-16%,-3%,-10%,1%,19,-1%,3,-3,4%
Cn1c(=O)oc2cc(S(=O)(=O)Nc3ccccc3)ccc21,3,-7%,3%,-2%,6%,11,-2%,-9,-3,-20%
COC(=O)c1ccccc1NC(=S)NC(=O)c1ccccc1C,0,-34%,88%[activator],-1%,-2%,8,-4%,-21,6,3%
NNc1nc2c(F)cc(F)cc2s1,1,7%,-3%,-15%,0%,-2,-3%,-13,43,.
CC(OC(=O)c1ccc2c(c1)OCCO2)C(=O)NC1CCCCC1C (configuration not stated),.,-4%,.,4%,.,12,-1%,1,4,.
CC(C)C(=O)Nc1nnc(CCc2ccccc2)s1,1,22%,-7%,-20%,-6%,5,-3%,-12,-9,-3%
Cc1ccc(S(=O)(=O)N/N=C/c2cccc3nccnc23)cc1,0,?,2%,1%,.,4,1%,0,-3,?
CSc1ccc(C2Nc3cccc4cccc(c34)N2)cc1,-9,-45%,2%,-1%,4%,2,-15%,35,4,8%

An excerpt from above in order of their number in CXXC DNA block, lowest first:
| SMILES | Integrin act MD | CXXC DNA block | GALK inhibitor | TRPV1 agonist | ASM inhibitor |
| --- | --- | --- | --- | --- | --- |
| Cn1cc(CN2C[C@]3(C)C[C@H]2CC(C)(C)C3)c(-c2ccc3c(c2)OCCO3)n1 | -16% | -3% | 1% | 19 | -1% |
| CSc1ccc(C2Nc3cccc4cccc(c34)N2)cc1 | -45% | 2% | 4% | 2 | -15% |
| CN(C)c1ccc(C(=O)/C=C/c2ccc(Br)cc2)cc1 | 0% | 5% | 1% | 18 | -5% |

Following part:
mol,FBPA coupling cs,Integrin act MD,CXXC DNA block,A-T KAP1 phos,GALK inhibitor,TRPV1 agonist,ASM inhibitor,KCNH2 3.1 inh,KCNH2 WT inh,MBNL1-CUG inh
CC(NC(=O)c1cccs1)C1CCCO1 (configuration not stated),0,27%,17%,9%,-1%,0,-3%,-7,0,-3%
NC(=O)c1cccnc1Oc1ccccc1,0,5%,-12%,-3%,.,0,-1%,6,2,-8%
S=C(NCc1ccccc1)N1CCN(Cc2ccc3c(c2)OCO3)CC1,1,27%,-4%,1%,0%,?,6%,3,-3,-5%
O=S(=O)(c1ccccc1)c1nc(-c2ccccc2)oc1N1CCOCC1,1,-8%,30%,0%,-1%,4,-1%,23,0,-14%
COc1ccccc1CN1C(=O)CN(C2CCCCCC2)C(=O)C1c1ccc(F)cc1 (configuration not stated),0,13%,4%,-1%,-2%,?,2%,-7,6,1%
O=C1CCCN2N=C(SCC(=O)Nc3ccc(F)cc3F)SC2=N1,0,24%,5%,-6%,-3%,2,-1%,14,-7,4%
CCCC(=O)N1CCN(c2ccc(NC(=O)c3cccs3)cc2)CC1,3,-13%,15%,0%,0%,4,-3%,4,7,5%
CC(NC(=O)CN1C(=O)NC2(CCc3ccccc32)C1=O)c1ccccc1 (configuration not stated),.,11%,.,7%,.,-1,5%,13,10,.
O=C(N[C@@H](Cc1ccccc1)c1nc2ccccc2[nH]1)c1cc([N+](=O)[O-])ccc1Cl,-10,0%,6%,-1%,0%,13,-1%,22,16,.
